# Bioassay records (PubChem)
# NS5 inhibitors = Dengue-2 NS5 methyltransferase inhibitors, primary screen, biochemical, confirmation dose response (AID 588689) | Genome polyprotein (Dengue virus type 2 (strain 16681-PDK53)) | Dengue-2 NS5 methyltransferase capping enzyme assay, biochemical; higher % means a stronger effect | inhibition, % at 25 µM; hits with a dose series show IC50 in µM | 0.3% of 340,000 active; in the data active = a potency from the dose series
# Siah-1 displacement = Siah-1 peptide-binding antagonists, primary screen, biochemical, fluorescence polarization, rhodamine-plectin, uHTS (AID 1817) | E3 ubiquitin-protein ligase SIAH1 (Homo sapiens) | displacement, % at 20 µM, or IC50 in µM where a hit was titrated | 0.02% of 290,000 active | Siah-1 / rhodamine-plectin peptide fluorescence polarization; higher % means a stronger effect;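 active = displacement of at least 50% at 20 µM, with a fluorescence ratio check between 0.3 and a set limit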;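 note: plate controls were Siah plus tracer with DMSO for no effect and tracer alone without Siah for full effect; strong numbers were not always called active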
# HIV fusion peptide = inhibitors of HIV fusion peptide binding, primary screen, biochemical, uHTS, fluorescence dequenching (AID 1986); cell-free peptide binding, fluorescence dequenching, 30 min; higher % means a stronger effect; inhibition, % at 20 µM, or IC50 in µM where a hit was titrated; 0.3% of 290,000 active; in the data active = inhibition mostly above about 52%, no sharp cut-off; inactive = mostly below about 76%; note: some results filed as inactive read as strong as hits
# NOD2 inhibition = NOD2 signaling inhibitors, cell-based, luminescence, uHTS, HEK293 (AID 1566). HEK293 NOD2/NF-kB luciferase reporter, luminescence; higher % means a stronger effect. inhibition, % at 4 µM, or EC50 in µM where a hit was titrated. 0.63% of 290,000 active; note: many of its hits are not listed in these tables
# XIAP antagonists = XIAP antagonists, biochemical, IAP family, fluorescence polarization (AID 1018) | E3 ubiquitin-protein ligase XIAP (Homo sapiens) | XIAP BIR domain, fluorescence polarization peptide displacement; higher % means a stronger effect | 0.007% of 200,000 active | displacement, % at 20 µM, or IC50 in µM where a hit was titrated; in the data active = displacement above about 50%; note: a part of the inactive calls stands beside numbers as strong as those of hits
# Lipid droplet = inhibitors of hepatocyte lipid droplet formation, primary screen, imaging, high-throughput imaging, BODIPY stain. AML12 mouse hepatocytes, oleate lipid droplets. inhibition, % at 6.5 µM. 0.4% of 240,000 active. AID 1656, 2009;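 active = lipid droplet intensity inhibited by at least 50%, with more than 500 cells counted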
#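 Material – mouse AML12 hepatocyte cell line, fixed after treatment · Compound dosing – one dose, 6.5 µM compound · Times – compound with oleate, overnight · Measured by – Image-based BODIPY and DAPI two-channel analysis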
# AID2073 = inhibitors of Mint1-CaV2.2 protein interaction, biochemical, HTRF (AID 2073) | Voltage-dependent N-type calcium channel subunit alpha-1B (Homo sapiens) | HTRF protein-protein interaction, Mint1-CaV2.2; higher % means a stronger effect | inhibition, % at 20 µM, or IC50 in µM where a hit was titrated | 0.19% of 290,000 active; in the data active = inhibition mostly above about 51%, no sharp cut-off; note: some results filed as inactive read as strong as hits
# LYP phosphatase = inhibitors of LYP phosphatase, biochemical, fluorescence intensity, uHTS (AID 1779). Tyrosine-protein phosphatase non-receptor type 22 (Homo sapiens). recombinant LYP phosphatase, fluorescence intensity; higher % means a stronger effect. one-dose inhibition, % at 11.5 µM; IC50 in µM for titrated hits. 0.054% of 290,000 active;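 note: plate controls were vehicle with enzyme for no effect and no enzyme for full effect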
# Myeloid diff MLP = induction of myeloid progenitor differentiation, primary screen, cell-based, flow cytometry, MLPCN library. ER-HoxA9 myeloid progenitors, lysozyme-GFP differentiation. calls only at 10 µM. 1% of 360,000 active. AID 624256, 2012;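 active = normalized GFP-positive differentiation at or above the plate's own cutoff, the solvent-only control mean plus 3 SD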;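 note: cells exposed to compound for four days before flow analysis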
# Lipid droplet cells 6.5 µM = second read-out of Lipid droplet, no call of its own (marks repeat the call); cell count; measured here: cell count, cytotoxicity flag;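 cells counted across two imaged fields per well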
# NS5 inhibitors pilot replicate = second read-out of NS5 inhibitors, no call of its own (marks repeat the call); inhibition, %; measured here: pilot screen replicate inhibition
# Myeloid diff MLP GFP+ MAC1+ % = further read-out of Myeloid diff MLP, marked with its call; GFP+ MAC1+ double positive, %; measured here: differentiation confirmed by MAC1 staining
# * = called active by the depositor; i = inactive; · = not tested or not shown. Cut-off read from the data, not from the text of the source, unless noted: active = inhibition above about 50%; inactive = the rest. Only part of the results is shown (hit frequency here may not be typical).
SMILES,NS5 inhibitors,Siah-1 displacement,HIV fusion peptide,NOD2 inhibition,XIAP antagonists,Lipid droplet,Lipid droplet cells 6.5 µM,AID2073,LYP phosphatase,Myeloid diff MLP,Myeloid diff MLP GFP+ MAC1+ %,others
COc1cc(OC)nc(Oc2cccc(C(F)(F)F)c2)n1,-3%,3%,0.1%,2%,·,6,802,-1%,-5%,i,0.4,
O=C(/C=C/c1ccccc1)NCc1ccco1,-2%,-8%,-1.2%,-13%,-4.2%,3,633,0%,-9%,i,0.3,
Cc1cc(N2C(=O)C(O)=C(C(=O)c3ccco3)C2c2cccc(O)c2)no1 (centres undefined),-4%,-1%,0.3%,5%,·,6,773,28%,-4%,i,5.4,
CCOc1ccc(N2C(=O)/C(=C/c3ccc(C)o3)N(C)C2=S)cc1,-7%,11%,21%,7%,-8.3%,-24,697,12%,-1%,i,0.6,
CCOC(=O)C1CCN(C(=O)CCC2CCCC2)CC1,-6%,5%,-1.0%,-5%,·,-8,855,12%,-7%,i,0.5,
O=C(CSc1nnnn1-c1ccccc1F)Nc1nc2ccccc2s1,2%,-3%,-0.3%,-2%,-12%,0,787,7%,-10%,i,7.1,
COc1ccc(C(=O)C2CCN(C(=O)c3ccco3)CC2)cc1,1%,4%,3.6%,3%,-0.5%,·,·,-8%,2%,i,5.2,
CCN(CC)C(=O)C(=O)Nc1ccc(Oc2ccccc2)cc1,7%,-8%,-2.2%,-22%,1.8%,1,709,25%,-2%,i,0.0,
COc1cc2[nH]c(=S)nc(NC3CCCCCC3)c2cc1OC,4%,1%,-3.3%,-9%,-11%,4,698,21%,1%,i,1.3,
Cc1nn(C(C)C(=O)N2CCOCC2)c(C)c1[N+](=O)[O-] (centres undefined),5%,5%,-0.4%,9%,1.5%,15,662,-2%,-1%,i,0.0,
CCN1CCCC1Cn1cnc2c([nH]c3ccc(Cl)cc32)c1=O (centres undefined),-8%,-2%,0.7%,16%,-7.8%,·,·,-1%,-12%,i,0.9,
CCCCC1(C)OC(=O)C(=Cc2ccc(N(C)C)cc2)C(=O)O1 (centres undefined),-12%,2%,3.9%,4%,-2.0%,·,·,10%,-1%,i,0.7,
Cc1nn(C(C)C(=O)NCCCN2CCCC2)c(=O)c2nn(-c3ccccc3)c(C)c12 (centres undefined),-6%,-4%,-1.6%,-16%,·,-4,781,8%,-6%,i,2.2,
CCCC1C(c2ccco2)NC(c2ccco2)CC1(C)O (centres undefined),11%,4%,-0.3%,4%,-6.3%,·,·,-1%,-3%,i,1.1,
Cc1ccc(OCC(=O)NNC(=O)C(=O)N2CCCC2)c(C)c1,7%,1%,0.1%,14%,-0.7%,14,661,2%,-2%,i,0.0,
COc1ccc(S(=O)(=O)NCCCn2ccnc2)cc1Cl,-3%,10%,-1.1%,8%,·,0,837,1%,-11%,i,0.5,
CCOC(=O)c1cnc2c(OC)cccc2c1N1CC(C)CC(C)C1 (centres undefined),-7%,5%,-2.0%,27%,·,19,859,8%,-3%,i,0.6,
Cc1cccc(C(=O)Nc2nnc(-c3cccnc3)o2)c1,-4%,0%,2.9%,1%,-6.1%,7,723,10%,-2%,i,0.5,
Cc1cc(C)cc(NC(=O)CCN2CCOCC2)c1,-5%,3%,-0.3%,14%,·,3,795,2%,-11%,i,0.2,NS5 inhibitors pilot replicate=0.0
CC(OC(=O)c1nn(C)c(=O)c2ccccc12)C(=O)NCc1ccc2c(c1)OCO2 (centres undefined),2%,3%,3.5%,9%,-4.6%,·,·,-5%,-6%,i,2.7,

# Next section; the last 4 above are carried over.
SMILES,NS5 inhibitors,Siah-1 displacement,HIV fusion peptide,NOD2 inhibition,XIAP antagonists,Lipid droplet,Lipid droplet cells 6.5 µM,AID2073,LYP phosphatase,Myeloid diff MLP,Myeloid diff MLP GFP+ MAC1+ %,others
CCOC(=O)c1cnc2c(OC)cccc2c1N1CC(C)CC(C)C1 (centres undefined),-7%,5%,-2.0%,27%,·,19,859,8%,-3%,i,0.6,
Cc1cccc(C(=O)Nc2nnc(-c3cccnc3)o2)c1,-4%,0%,2.9%,1%,-6.1%,7,723,10%,-2%,i,0.5,
Cc1cc(C)cc(NC(=O)CCN2CCOCC2)c1,-5%,3%,-0.3%,14%,·,3,795,2%,-11%,i,0.2,NS5 inhibitors pilot replicate=0.0
CC(OC(=O)c1nn(C)c(=O)c2ccccc12)C(=O)NCc1ccc2c(c1)OCO2 (centres undefined),2%,3%,3.5%,9%,-4.6%,·,·,-5%,-6%,i,2.7,
CC(C)C(C(=O)NCC1CCCO1)N(C(=O)CNS(=O)(=O)c1ccccc1)c1ccc(F)cc1 (centres undefined),-4%,-2%,1.1%,-34%,·,-12,822,2%,-5%,i,2.0,
CO/N=C1\CCn2c1c(C)c1ccccc12,-7%,-4%,0.5%,16%,·,-4,755,10%,-10%,i,0.4,
O=C(NN(c1ccccc1)c1ccccc1)c1ccc([N+](=O)[O-])o1,-6%,-4%,-2.3%,9%,-3.7%,-16,666,32%,-4%,i,1.0,
O=C(Cn1cc([N+](=O)[O-])cn1)Nc1ccn(Cc2c(F)c(F)cc(F)c2F)n1,1%,-5%,-2.5%,-5%,-5.5%,-3,757,-3%,-6%,i,3.9,
O=C(CSc1ccc(Cl)cc1)N1CCN(c2ccc([N+](=O)[O-])cc2Cl)CC1,-5%,1%,11%,-23%,-2.8%,·,·,-11%,5%,i,2.2,
O=C(CC1CCCC1)OCn1nnc2ccccc2c1=O,-6%,-6%,3.1%,20%,-2.3%,·,·,-8%,-9%,i,0.8,
COc1cc(Cl)c(C)cc1NC(=O)COC(=O)C(NS(=O)(=O)c1ccc(Cl)cc1)C(C)O (centres undefined),-3%,1%,0.9%,10%,-5.9%,4,639,-2%,2%,i,1.8,
COc1ccc(CC(NC(C)=O)C(=O)NC2CCN(c3ncccc3[N+](=O)[O-])CC2)cc1 (centres undefined),-5%,-1%,-1.4%,8%,-7.4%,12,692,-2%,-1%,i,0.5,
Cc1ccc(C(=O)C(OC(=O)CN2C(=O)c3ccccc3C2=O)c2ccccc2)cc1C (centres undefined),-6%,5%,0.6%,11%,0.8%,·,·,21%,-2%,i,0.5,
COc1cccc(CNC(=O)c2ccccc2NC(=O)C2=C(C)OCCS2)c1,-11%,-9%,-2.0%,-5%,·,-18,698,9%,-8%,i,0.0,
CC(C)OCCCNC(=O)c1ccc2c(c1)ncn2C1CCCC1,3%,17%,2.3%,-9%,1.4%,13,796,0%,-4%,i,1.5,
O=C(c1csc2c1CCCC2)N1CCN(c2ccc(F)cc2)CC1,6%,-1%,2.4%,17%,-3.8%,-4,717,-5%,-1%,i,1.4,
O=C(Nc1ccccc1)c1ccccc1C(=O)N1CCCCC1,3%,4%,3.4%,5%,-7.3%,21,716,9%,-6%,i,0.2,
CN(C)[C@@H]1CCC[C@H]1OC(=O)C(c1ccccc1)c1ccccc1,-2%,-4%,1.1%,-17%,-17%,2,661,2%,-6%,i,0.6,
O=C(Nc1ccccc1O)/C(=C\c1ccccc1)NC(=O)c1ccccc1,-9%,4%,-0.3%,2%,-4.1%,-22,689,7%,-10%,i,2.0,
O=C(CC12CC3CC(CC(Br)(C3)C1)C2)Nc1cccc(S(=O)(=O)NC2=NCCC2)c1,-5%,3%,2.7%,12%,-0.5%,20,744,2%,0%,i,0.4,
C/C(=N\NC(=O)c1cccc([N+](=O)[O-])c1)c1cccc(NC(=O)C2CC2)c1,1%,-3%,0.6%,2%,-6.7%,3,598,12%,-3%,i,0.3,
O=C(Oc1c(Br)cc(C(=S)N2CCOCC2)cc1Br)c1ccc(Cl)cc1,-4%,-6%,-1.7%,32%,-1.1%,·,·,-5%,-4%,i,0.0,
Cc1cc(C)n2c(SCC(=O)N(CC(C)C)c3c(N)n(CC(C)C)c(=O)[nH]c3=O)nnc2n1,1%,13%,0.1%,5%,-5.1%,-4,713,9%,2%,i,0.1,
COc1ccc(-c2nnc(SCC(=O)c3ccc(C)o3)o2)cc1,-9%,14%,1.1%,2%,-2.3%,18,769,12%,1%,i,6.8,
CCOC(=O)C1=C(C)NC(=O)NC1c1ccc(C)o1 (centres undefined),-1%,2%,1.6%,1%,-3.0%,·,·,-2%,4%,i,2.9,
C=CCc1ccccc1OCC(=O)NNC(=S)NCc1ccccc1,-2%,-3%,-1.4%,65%*,·,5,659,-26%,-5%,i,0.4,
COc1ccccc1N(C(=O)NCc1ccccc1)C1=NCC(C)S1 (centres undefined),2%,2%,-3.2%,-4%,-3.6%,·,·,-2%,0%,i,2.7,
Cc1cccc(C(=O)Nc2cccc(-c3cnc4ccccc4n3)c2)c1,-6%,-1%,-0.6%,10%,-4.6%,-27,666,4%,2%,i,8.2,
Cc1ccccc1Cn1cccc1/C=C1/C(=N)N2C=CSC2=NC1=O,26%,2%,20%,-15%,-4.0%,8,803,0%,-2%,i,1.0,
NC(=O)c1nn(CC(=O)Nc2ccc3c(c2)OCO3)cc1[N+](=O)[O-],-3%,8%,-1.0%,-9%,-6.1%,-7,646,-5%,-1%,i,0.6,
N#Cc1c(N)nc2c(c1-c1ccncc1)CCCC2,-4%,-1%,-2.3%,-7%,-1.6%,·,·,8%,-4%,i,0.8,
COC(=O)NNC(=O)C12CC3CC(CC(C3)C1)C2,-8%,2%,-2.7%,0%,-4.8%,18,661,-12%,-2%,i,3.4,
CCOc1cc(C(c2c(C)[nH][nH]c2=O)c2c(C)[nH][nH]c2=O)ccc1OS(=O)(=O)c1ccc(C)cc1,2%,-5%,6.3%,-8%,-1.9%,-2,721,14%,0%,i,4.6,
Cc1ccc(OCCN2C(=O)c3ccccc3C2=O)c([N+](=O)[O-])c1,5%,-5%,-1.6%,3%,-0.5%,2,660,8%,-12%,i,0.1,
Cc1ccccc1-c1nc2cc(NC(=O)C3CC3)ccc2o1,-3%,4%,-2.9%,-97%,·,8,807,25%,-10%,i,0.1,
COc1cc(C(C[N+](=O)[O-])c2c(-c3ccccc3)cc3ccccn23)cc(OC)c1OC (centres undefined),0%,9%,6.9%,2%,-10%,-4,689,3%,0%,i,0.5,
Cc1cc(-c2ccccc2)nc(N(C)NC(=O)C2CC2)c1S(C)(=O)=O,8%,0%,0.0%,0%,-8.4%,6,725,-1%,5%,i,0.1,
Cc1nc2ccccc2n1/N=C/c1ccc([N+](=O)[O-])s1,-23%,16%,-0.4%,46%,-2.2%,0,616,-8%,-10%,i,0.9,
